Screening results: PubChem, National Center for Advancing Translational Sciences (NCATS)
S3 lipid droplet: qHTS Assay for Lipid Storage Modulators in Drosophila S3 Cells | Drosophila S3 cells, BODIPY lipid droplet fluorescence, 18-24 h; cells fed with added oleic acid | Potency in µM for hits, for the others lipid storage change, negative = inhibition, % at the top dose, mostly 46.1 µM | hit rate 0.64% among 320,000 | AID 2685; active means well fitted inhibition curve with a large enough effect in the signal ratio, with a control signal flat, not every such curve was filed as active; inconclusive means small, poorly fitted or top-dose-only effect, or effect the other way, or a change in a side signal; the % refers to the signal ratio
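Drosophila S3 cells loaded with oleic acid (400 uM, as added) and compounds at several concentrations; lipid droplets imaged by 488-nm laser-scanning cytometry, 500–530 nm intensity and object ratio to cell channel. Percent activity normalized to 20 uM Triacsin C.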
S3 lipid droplet cell count max: also measured in S3 lipid droplet; calls as there; cell number change, %; measured here: cell count max response;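 cells counted by Cell Tracker Red CMTPX staining in the red channel; peak over a dose series mostly up to 46.1 µM; percent activity relative to internal control wells on each plate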
Numbers without * were called inactive; i = inactive; ? = inconclusive; / = not tested or not shown; [ ] = remark or other dose. On the % scale 0 is the no-effect control and ±100 the full control effect; potency means the concentration at half of the fitted maximal effect. Some of the compounds tested (hit frequency here may not be typical).

Compound,S3 lipid droplet,S3 lipid droplet cell count max
C[C@H](NC(=O)CCCOc1ccc(Cl)cc1Cl)c1nnc2ccccn12,18.4µM*,5.3*
CC(C)c1nnc(NC(=O)CCC(=O)NC2CCCc3ccccc32)s1 (stereo not given),0.9%,-11.1
CCn1c(SCC(=O)NC2=NCCS2)nnc1C(C)NC(=O)c1ccccc1Br (stereo not given),1.0%,-2.6
O=C(O)c1ccccc1C(=O)NCc1c(Cl)cccc1Sc1ccc(Cl)cc1,12.3%,18.0
O=[N+]([O-])c1c(N2CCN(CCO)CC2)nc2ccccn12,3.7%,4.7
CC(=O)C1=C(NC(=O)c2ccc(C(F)(F)F)cc2)C[C@@H]2[C@H]1C2(C)C,?,/
CCOC(=O)c1c(Cl)c(C)nn1-c1nc(OC)cc(OC)n1,?,/
Cc1nc2ccc(C(=O)N3CCN(Cc4ccccc4)CC3)cc2[nH]1,?,/
O=C(COc1ccc([N+](=O)[O-])cc1)NCc1ccccc1,11.7%,-18.4
O=C(NNC(=O)C1CC=CCC1C(=O)O)c1ccc(Cl)cc1 (stereo not given),?,/
Cn1nc(C(F)(F)F)cc1Oc1ncc(C(F)(F)F)cc1Cl,?,/
CCc1ccc(C(=O)COC(=O)c2nn(C)c(=O)c3ccccc23)cc1,7.5%,3.9
O=C(COc1ccccc1Br)N1CCN(C(=O)c2cccs2)CC1,?,/
O=C(NCCC1=CCCCC1)c1cc2c(s1)CS(=O)(=O)C2,i,/
c1ccc(OCc2nn3c(-c4ccco4)nnc3s2)cc1,-5.0%[9.22 µM],-13.9

The list goes on; it opens with the 2 that closed the last part.
Compound,S3 lipid droplet,S3 lipid droplet cell count max
O=C(NCCC1=CCCCC1)c1cc2c(s1)CS(=O)(=O)C2,i,/
c1ccc(OCc2nn3c(-c4ccco4)nnc3s2)cc1,-5.0%[9.22 µM],-13.9
CC(NC(=O)COc1ccc([N+](=O)[O-])cc1)c1ccccc1 (stereo not given),?,/
CCCCNCCOCCSc1ccc(Cl)cc1,-18.9%,-17.4
CC(=O)c1ccc(C(=O)N2CCc3c([nH]c4ccccc34)C2c2ccccn2)s1 (stereo not given),5.0%,-10.0
O=C1C2ON(c3ccccc3)C(c3ccccn3)C2C(=O)N1c1ccc(Br)cc1 (stereo not given),?,/
CCC(=O)N(Cc1cccs1)C1CCOC(C)(C)C1 (stereo not given),?,/
CCc1cccc(NC(=O)CCS(=O)(=O)c2ccc3c(c2)NC(=O)CO3)c1,?,/
Cn1c(SCC(=O)c2ccccc2)nc2cccnc21,?,/
O=C(NNC(=O)c1c(F)cccc1F)c1sccc1-n1cccc1,?,/
CN(CC(=O)Nc1ccc(Cl)c(C(F)(F)F)c1)C(=O)c1cc(-c2ccncc2)nc2ccccc12,?,/
O=C(Cc1ccc([N+](=O)[O-])cc1)NNC(=O)c1ccc2c(c1)OCO2,?,/
O=C(COc1ccccc1)Nc1ccncc1,?,/
CC(C)OCCOc1ccc2oc(-c3ccco3)cc(=O)c2c1,?,/
C=CCN1C(=O)C(O)(CC(=O)c2ccccn2)c2ccccc21 (stereo not given),?,/
NS(=O)(=O)c1cccc(NC(=O)COC(=O)c2cc(Cl)ccc2[N+](=O)[O-])c1,5.1%,23.3
Cc1c(C=O)c2ccccc2n1CC(=O)O,-16.9%,-2.4

Additional structures:
Compound,S3 lipid droplet,S3 lipid droplet cell count max
COc1ccc(OCCC(=O)OCC(=O)Nc2cccc(Br)c2)cc1,0.7%,-8.9
COCCOC(=O)c1c(C)oc2ccc(NS(=O)(=O)c3cccs3)cc12,?,/
O=C(/C=C/c1cc2c(cc1Br)OCO2)NCc1ccc(F)cc1,?,/
COc1ccc(-n2c(SCC(=O)Nc3ccc4c(c3)OCO4)nnc2C(C)N2CCCCC2)cc1 (stereo not given),25.1%,0.9
COc1ccc(N2C(=NC(=O)c3ccc(Br)cc3)SC3CS(=O)(=O)CC32)cc1 (stereo not given),?,/
CSc1oc(-c2ccc(F)cc2)nc1S(=O)(=O)c1ccc(F)cc1,4.2%[9.22 µM],7.4
Cc1cc(C)n(CCC(=O)N2CCCC(N3CCN(c4cccc(Cl)c4)CC3)C2)n1 (stereo not given),29.5%,-24.0
Cc1ccc(C)c(SCC(=O)Nc2ccc(C)c(S(=O)(=O)N3CCOCC3)c2)c1,?,/
COc1ccc2sc(N(CCCN(C)C)C(=O)c3ccc(S(=O)(=O)N4CCCC4)cc3)nc2c1,14.0%[0.0737 µM],/
CNC(=O)c1cc2ccccc2o1,6.5%,15.4
Cc1cccc(C)c1OCC(=O)Nc1c(C)nn(C)c1C,?,/
COC(=O)c1ccc(CN2C(=O)NC3(CCCCC3C)C2=O)o1 (stereo not given),3.4%,0.3
Nc1ncnc2c1ncn2Cc1ccccc1,1.8%,/
S=C(Nc1cccc(Br)c1)c1ccccc1,?,/
CC(=O)N1CCc2cc(S(=O)(=O)N3CCc4ccccc43)ccc21,-18.6%,-2.8

Next part.
Compound,S3 lipid droplet,S3 lipid droplet cell count max
CCOC(=O)C1(Cc2cccc(F)c2)CCN(C(=O)C2CCC2)CC1,?,/
Cc1cc(Nc2ccccc2)nc(N2CCN(C(=O)c3ccc4c(c3)OCO4)CC2)n1,?,/
N#Cc1ccncc1S(=O)c1ccc(Cl)cc1 (stereo not given),?,/
COc1ccc(CCNC(=O)COC(=O)c2ccc(N3CCCC3=O)cc2)cc1,1.5%,-16.9
CN(C)/C=N/S(=O)(=O)c1cccn1-c1ncc(C(F)(F)F)cc1Cl,?,/
Cc1cc2nc(CS(=O)(=O)c3ccccc3)cc(=O)n2[nH]1,?,/
O=C(CCC(=O)NNc1nc2ccccc2c2nc(-c3ccccc3)nn12)NCCCN1CCCC1=O,-8.6%,8.8
CC(C)c1ccccc1NS(=O)(=O)c1cccs1,?,/
CC(NS(C)(=O)=O)C(c1cccs1)N1CCN(c2ccccc2)CC1 (stereo not given),6.7%,-8.5
Cc1ccc(NC(=O)CSc2ncccc2C(=O)Oc2cccc([N+](=O)[O-])c2)cc1Cl,?,/
Cc1ccc2nc(/C(C#N)=C/c3cn[nH]c3-c3ccc(F)cc3)[nH]c2c1,i,-24.5
CN1CCc2c(sc3nc(NN)n(-c4ccc(Cl)cc4)c(=O)c23)C1,3.7%,1.4
CCc1nnc2c(NCCc3ccccc3)nc3ccccc3n12,9.6%,25.4
CS(=O)(=O)N1CCN(c2ccc([N+](=O)[O-])cc2F)CC1,1.4%,16.6
CCOC(=O)c1cc(-c2ccc(N)cc2)sc1N,?,/

One compound at a time, as listed above. Order of screens: S3 lipid droplet	S3 lipid droplet cell count max
`CS(=O)(=O)N1CCN(c2ccc([N+](=O)[O-])cc2F)CC1` is listed as 1.4%	16.6
`Cc1ccc(NC(=O)CSc2ncccc2C(=O)Oc2cccc([N+](=O)[O-])c2)cc1Cl` is listed as ?	/

(cont.)
Compound,S3 lipid droplet,S3 lipid droplet cell count max
Cc1ccc(S(=O)(=O)N(Cc2ccc(Cl)cc2)c2ccccc2C(=O)NCc2ccco2)cc1,4.5%,-11.7
CCC(=O)Nc1nc2c(OC)ccc(OC)c2s1,0.2%,-4.2
CC1=NCCN1S(=O)(=O)c1ccc(Br)c(C)c1,-5.3%,/
O=C(Nc1ncccc1Cl)C(Sc1ccccc1)c1ccccc1 (stereo not given),?,/
C/C(=N/OCO/N=C(\C)c1ccccc1F)c1ccccc1F,9.9%,19.3
O=S(=O)(c1ccc2c(c1)OCCCO2)N1CCNCC1,?,/
O=C1NC(c2ccccc2Cl)Nc2ccccc21 (stereo not given),-6.9%,-2.9
COC(=O)Cc1c(C)c2c(OCc3nn[nH]n3)cc(C)cc2oc1=O,?,/
CCOC(=O)c1cc(CC)sc1N1C(=O)CC(Sc2ccccc2C(=O)O)C1=O (stereo not given),?,/
Cc1cn([C@H](C(=O)NCCCCCCCCCCC(=O)N2CCN(C(=O)OC(C)(C)C)CC2)[C@@H](C)O)nn1,?,/
FC(F)(F)c1nnc2ccc(NCc3ccccc3)nn12,?,/
CC(C)OCCCNC(=O)C(=O)N/N=C/c1ccc(OCc2ccccc2)cc1,8.2%,-11.6
Cc1ccsc1/C=C1/NC(=O)N(Cc2ccc(F)cc2)C1=O,?,/
CCOc1ccccc1C1C(C(N)=O)=C(C)Nc2nc(-c3cccc(C)c3)nn21 (stereo not given),-11.2%,-20.8
COc1ccc(CC(CC(=O)O)C(=O)Nc2ccc(Cl)c(Cl)c2)cc1 (stereo not given),?,/

The listing continues.
Compound,S3 lipid droplet,S3 lipid droplet cell count max
Cc1nn(C)c(C(=O)Nc2c(C)nn(Cc3c(F)c(F)c(F)c(F)c3F)c2C)c1Br,?,/
CCc1nc(SCC(=O)NC2CCCC2)c2oc3ccccc3c2n1,?,/
N#CC(c1nc2ccccc2nc1N1CCCC1)S(=O)(=O)c1cccs1 (stereo not given),-8.9%,6.5
O=C1CSC(c2ccc([N+](=O)[O-])cc2)N1C1CCCCC1 (stereo not given),-8.8%,-7.0
Oc1ccc(C=NC2CCCCC2)cc1,-0.3%,-1.2
O=C(Nc1nc(-c2ccc(Cl)s2)cs1)c1ccco1,?,/
Cc1cc(-c2nnc(SCC(=O)c3ccc(Cl)cc3)o2)no1,?,/
O=C1c2cccc3c(N4CCCCC4)ccc(c23)C(=O)N1c1ccc(O)cc1,?,/
O=C(O)/C=C/C(=O)N(CC1CCCO1)C1CC(=O)N(c2c(Cl)cccc2Cl)C1=O (stereo not given),-11.2%,3.1
O=C(NC1CCCCC1)C(c1ccc(F)cc1)N(Cc1cccs1)C(=O)CN1C(=O)c2ccccc2S1(=O)=O (stereo not given),?,/
COc1cccc(N2CCN(CC(=O)c3c(C)[nH]c4ccccc34)CC2)c1,?,/
COc1cc(-c2cc(-c3ccccc3)nc(SCC(=O)Nc3nccs3)c2C#N)cc(OC)c1OC,-23.0%,1.0
O=S(=O)(NCCc1ccccc1)c1cccs1,?,/
COc1cc(C2C(C(=O)c3ccc(C)o3)=C(O)C(=O)N2CCN2CCOCC2)ccc1OCCC(C)C (stereo not given),i,-10.2
COc1ccc(-c2cc(C(F)(F)F)nc(SCC(=O)NCc3cnn(C)c3C)n2)cc1OC,-3.4%,-14.8

Shown field by field: entries from further up
> Cc1cc(-c2nnc(SCC(=O)c3ccc(Cl)cc3)o2)no1
  S3 lipid droplet: ?; S3 lipid droplet cell count max: /

> O=C1c2cccc3c(N4CCCCC4)ccc(c23)C(=O)N1c1ccc(O)cc1
  S3 lipid droplet: ?; S3 lipid droplet cell count max: /

(cont.)
Compound,S3 lipid droplet,S3 lipid droplet cell count max
O=C(NCC1CCCCC1)c1ccc(Br)o1,?,/
CCCOP(=O)(OCCC)C1(Nc2ccc(C)cc2)CCCCC1,?,/
Cc1ccc(CN2CCSc3ccc(C(=O)NC4CCN(Cc5ccccc5)CC4)cc32)cc1,-1.5%,/
COC(=O)c1c(NC(=O)C2C3CCC(C3)C2C(=O)O)sc2c1CCCCC2 (stereo not given),1.7%,6.4
COc1ccc(N2CC(C(=O)Nc3ccc4c(c3)OCO4)CC2=O)cc1 (stereo not given),?,/
COc1cccc(C(=O)Nc2nc3ccccc3s2)c1,i,-12.4
Cc1cc(C)nc(Sc2c(F)c(F)c(C(F)(F)F)c(F)c2F)n1,9.8%,1.3
O=C(COC(=O)c1ccccc1NC(=O)c1ccco1)Nc1ccc2c(c1)OC(F)(F)O2,?,/
C=C(C)Cn1c(N2CCC(Cc3ccccc3)CC2)nc2c1c(=O)[nH]c(=O)n2C,?,/
CCOc1ccc(-n2c(-c3ccc(Cl)cc3)c[n+]3c2SCC3)cc1,?,/
COc1ccccc1CNC(=O)CC1C(=O)NCCN1C1Cc2ccccc2C1 (stereo not given),?,/
NC(=S)n1[nH]c(-c2ccc([N+](=O)[O-])cc2)c(N=Nc2cccc([N+](=O)[O-])c2)c1=O,?,/
COC(=O)c1ccccc1OCCCCN1CC(C)OC(C)C1 (stereo not given),?,/
C/C(=C\C(=O)C(F)(F)F)Nc1cc(C)cc(C)c1,i,/
O=C(O)CCn1c2c(c3ccccc31)CCCC2,i,16.7

(listing goes on)
Compound,S3 lipid droplet,S3 lipid droplet cell count max
COc1ccc(C(=O)NNC(=O)Cc2nc3nc(C)cc(C)n3n2)cc1,i,-11.6
CC1CN(CC(O)COC2CCC(C(C)(C)C)CC2)CC(C)O1 (stereo not given),?,/
Cc1ccc(CNC(=O)CCS(=O)(=O)c2cc3c(cc2Cl)NC(=O)CO3)o1,?,/
CC(=O)Nc1ccc(SCCN2CC[C@@H](C(C)(C)C)CCC2=O)cc1,i,-1.3
Cc1ccsc1/C=N/Nc1nc2ccccc2s1,18.7%,26.8
C=CCNC(=S)N1CCOCC1,-14.7%,3.1
COc1ccc(-c2nc(CN3CCN(c4ncnc5ccccc45)CC3)c(C)o2)c(OC)c1,?,/
C=CCN=C1SCC(=O)N1S(=O)(=O)c1ccccc1,?,/
CC(C)(C)Nc1nc(Cl)nc(NCCN2CCOCC2)n1,?,/
Cc1nnc(SCc2nc3sc4c(c3c(=O)[nH]2)CCCC4)n(N)c1=O,?,/
COc1ccc(NC(=O)COC(=O)c2ccc(-n3cnnn3)cc2)cc1Cl,?,/
COCCNC(=O)c1cc(-c2ccccn2)nc2ccc(S(=O)(=O)N3CCC(C)CC3)cc12,?,/
